# KOR beta-arrestin-1: KOR antagonists, beta-arrestin recruitment, cell-based, luminescence, uHTS (AID 1778). Kappa-type opioid receptor (Homo sapiens). KOR beta-arrestin recruitment, luminescence, antagonist mode; higher % means a stronger effect. inhibition, % at 10 µM, or IC50 in µM where a hit was titrated. 0.091% of 290,000 active; in the data active = inhibition above about 50%; note: strong numbers were not always called active
# GPR35 antagonists: GPR35 antagonists blocking zaprinast-driven arrestin recruitment, primary screen, imaging, U2OS, beta-arrestin-GFP, zaprinast agonist (AID 2058); G-protein coupled receptor 35 (Homo sapiens); U2OS GPR35 beta-arrestin-GFP translocation imaging, zaprinast antagonism; higher % means a stronger effect; one-dose inhibition, % at 10 µM; IC50 in µM for titrated hits; 0.052% of 290,000 active;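 active = inhibition of at least 50% with at least 30 cells and total cytoplasm GFP at most 10,000,000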
# HIV fusion peptide: inhibitors of HIV fusion peptide binding, primary screen, biochemical, uHTS, fluorescence dequenching (AID 1986) | inhibition, % at 20 µM; hits with a dose series show IC50 in µM | 0.3% of 290,000 active | cell-free peptide binding, fluorescence dequenching, 30 min; higher % means a stronger effect; in the data active = inhibition mostly above about 52%, no sharp cut-off; inactive = mostly below about 76%; note: some results filed as inactive read as strong as hits
# NS5 inhibitors: Dengue-2 NS5 methyltransferase inhibitors, primary screen, biochemical, confirmation dose response (AID 588689); Genome polyprotein (Dengue virus type 2 (strain 16681-PDK53)); Dengue-2 NS5 methyltransferase capping enzyme assay, biochemical; higher % means a stronger effect; one-dose inhibition, % at 25 µM; IC50 in µM for titrated hits; 0.3% of 340,000 active; in the data active = a potency from the dose series
# NOD1 inhibition: NOD1 signaling inhibitors, primary screen, cell-based, luminescence, uHTS (AID 1578) | 1% of 290,000 active | NOD1-driven NF-kB luciferase reporter cells, luminescence; higher % means a stronger effect | one-dose inhibition, % at 4 µM; EC50 in µM for titrated hits; in the data active = inhibition mostly above about 36%, no sharp cut-off; inactive = mostly below about 34%;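 note: HEK-293T reporter cells stimulated with the NOD1 agonist gamma-tri-DAP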
# KOR beta-arrestin-2: KOR agonists, beta-arrestin recruitment, primary screen, cell-based, luminescence, uHTS (AID 1777) | Kappa-type opioid receptor (Homo sapiens) | KOR beta-arrestin recruitment, luminescence; higher % means a stronger effect | activation, % at 10 µM; hits with a dose series show EC50 in µM | 0.02% of 280,000 active; in the data active = activation above about 50%, passing the limit was not always enough; note: a part of the inactive calls stands beside numbers as strong as those of hits
# West Nile antiviral: West Nile virus antiviral activity, cell-based, CPE readout (AID 1621) | West Nile virus-infected cells, CPE inhibition; higher % means a stronger effect | CPE inhibition, % at 10 µM, or IC50 in µM where a hit was titrated | 0.02% of 290,000 active; in the data active = a potency from the dose series; note: strong numbers were not always called active
# GPR55 activation: GPR55 agonists via beta-arrestin recruitment, primary screen, imaging, U2OS cells, beta-arrestin-GFP redistribution (AID 1961) | G-protein coupled receptor 55 (Homo sapiens) | U2OS GPR55 beta-arrestin-GFP redistribution imaging; higher % means a stronger effect | activation, % at 10 µM; hits with a dose series show EC50 in µM | 0.048% of 290,000 active;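 active = activation above 40% with more than 50 cells counted in the well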;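 note: U2OS osteosarcoma cells stably expressing GPR55 and beta-arrestin-GFP; plate controls were DMSO negative control for no effect and LPI positive control for full effect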
# GPR55 antagonists: GPR55 antagonists blocking LPI-driven arrestin recruitment, primary screen, imaging, U2OS, beta-arrestin-GFP, LPI agonist (AID 2013). G-protein coupled receptor 55 (Homo sapiens). U2OS GPR55 beta-arrestin-GFP translocation imaging, LPI antagonism; higher % means a stronger effect. inhibition, % at 10 µM; hits with a dose series show IC50 in µM. 0.13% of 290,000 active;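 active = spots per cell inhibited over 60%, with over 100 cells counted and total cytoplasm intensity under 500,000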;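 note: U2OS cells stably carrying GPR55 and arrestin-GFP stimulated by 5 µM LPI near EC80; imaged beta-arrestin-GFP aggregate spots per cell after agonist stimulation; plate controls were LPI-stimulated DMSO wells for no effect and DMSO wells without LPI for full effect; some results filed as inactive read as strong as hits; confirmed hits need IC50 under 10 µM and bright autofluorescent wells are also inconclusive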
# NS5 inhibitors pilot replicate: recorded beside NS5 inhibitors, whose call it bears; inhibition, %; measured here: pilot screen replicate inhibition
# An asterisk follows results filed as active; nt = no result given; [ ] = another dose, or the depositor's remark. The list is partial (hit frequency here may not be typical).
SMILES,KOR beta-arrestin-1,GPR35 antagonists,HIV fusion peptide,NS5 inhibitors,NOD1 inhibition,KOR beta-arrestin-2,West Nile antiviral,GPR55 activation,GPR55 antagonists,others
O=S(=O)(c1ccc2c(c1)OCCO2)N1CCC(n2cnc3cc(F)ccc32)CC1,-11%,-5%,-1.0%,-1%,10%,4.2%,-1.7%,0.0%,1%,
CCn1c(=O)c([N+](=O)[O-])c(NCCCn2ccnc2)c2ccccc21,18%,12%,-3.1%,-2%,-3%,nt,0.1%,-0.1%,5%,
COc1cccc(NC(=S)NC2CC(C)(C)NC(C)(C)C2)c1,nt,-14%,-1.3%,-1%,-42%,-0.4%,-0.1%,-0.2%,8%,
CCCn1c(-c2ccc(F)cc2)cnc1SCC(=O)O,-4%,-5%,6.5%,-7%,-10%,-1.1%,-0.2%,-0.5%,1%,
COc1ccc(Cc2nn[nH]n2)cc1,3%,6%,0.8%,-6%,-2%,0.0%,-0.2%,0.3%,-4%,
CN(C)c1ccc(-c2n[nH]c(=S)n2-c2ccccc2)cc1,2%,-8%,-1.0%,-6%,-28%,-2.0%,-0.6%,0.2%,-4%,
COCCCNC(=O)C(=O)Nc1cc2c3c(c1)CCN3C(=O)CC2,-20%,10%,-0.4%,-9%,-34%,0.3%,0.2%,-0.3%,-1%,
COCCN1CCN(C(=O)c2ccc3oc(CCCc4ccccc4)nc3c2)CC1,5%,4%,2.3%,-3%,-21%,0.7%,-0.6%,-0.1%,17%,
CCN(CC)c1ccc(C(=O)NC(=S)Nc2cc(S(=O)(=O)N3CCOCC3)ccc2-n2cncn2)cc1,-32%,-3%,-1.0%,-4%,-72%,3.3%,0.3%,0.0%,11%,
O=C(CCN1C(=O)c2cccc3cccc(c23)C1=O)N1CCOCC1,-6%,-5%,1.7%,2%,-38%,-2.1%,nt,0.1%,-11%,
COc1ccc(-c2csc(NNC3=NCCCCC3)n2)cc1,-19%,9%,-0.1%,nt,-42%,-6.3%,-1.1%,0.7%,4%,
Cc1ccc(NC(=O)C2CCCN(S(=O)(=O)c3ccc(-n4cnnn4)cc3)C2)cc1 (centres undefined),4%,-7%,1.5%,-7%,-28%,1.7%,0.1%,0.5%,4%,
CCOc1ccc(CCNC(=O)COC(=O)c2ccco2)cc1OCC,-22%,-12%,-1.0%,3%,-11%,0.4%,0.4%,0.0%,16%,
CC1=NN(Cc2ccccc2)C(=O)C1C(c1ccc(Cl)cc1)C(C#N)C#N (centres undefined),15%,3%,27%,55µM*,2%,3.4%,-1.2%,-0.4%,3%,
CC(=O)Nc1ccc(NC(=O)CC(C)n2ccnc2)cc1 (centres undefined),-30%,4%,1.3%,-3%,-10%,3.7%,-0.2%,0.0%,-3%,
CC(C)Oc1cccc(C(=O)C2CCCN(Cc3cccn3-c3cccnc3)C2)c1 (centres undefined),-14%,7%,-0.8%,3%,-6%,-2.6%,-0.1%,0.2%,-6%,
O=C(c1cc(COc2c(F)cccc2F)on1)N1CCN(C2CCCCC2)C(=O)C1,-7%,-3%,-1.6%,-6%,-18%,-8.9%,-0.6%,0.3%,11%,
CCOC(=O)C1CCN(C(=O)c2sc3nc(C)nc(N4CCC(C)CC4)c3c2C)CC1,23%,-3%,-0.5%,-10%,-22%,8.5%,0.1%,-0.2%,25%,
FC(F)Oc1ccc(NC(=S)Nc2ccc3cn[nH]c3c2)cc1,9%,-7%,-1.4%,12%,-6%,2.5%,0.6%,-0.2%,10%,
CC1CCN(Cc2cc(=O)oc3cc(O)c(Cl)cc23)CC1,15%,4%,2.8%,26%,-10%,2.4%,-0.1%,-0.2%,2%,
Cc1cc(/C=C(\C#N)C(=O)NCCc2c[nH]c3ccccc23)c(C)n1C,-18%,7%,14%,-6%,-7%,-2.6%,-0.7%,0.4%,-5%,
O=C(CC(C(=O)O)c1ccccc1)c1cccs1 (centres undefined),-10%,3%,-2.4%,9%,6%,1.1%,0.4%,-0.3%,8%,
CC(=O)Nc1ccc2c(c1)nc(CCN1CCN(C)CC1)n2C,-22%,4%,-1.1%,-3%,-3%,12%,-0.6%,-0.2%,8%,
COC(=O)c1ccc(Cn2cnc3c(cnn3-c3ccc(F)cc3)c2=O)o1,-10%,-9%,-0.9%,1%,-9%,-0.3%,0.2%,-0.2%,23%,
O=C(C1CCCN(S(=O)(=O)c2ccccc2)C1)N1CCCCCC1 (centres undefined),-47%,14%,-0.9%,-5%,-16%,1.5%,-1.6%,0.1%,-7%,
CC1CCN(C(=O)c2ccccc2NC(=O)c2cccc(S(=O)(=O)N3CCOCC3)c2)CC1,-11%,1%,-1.5%,11%,-2%,-3.8%,-0.4%,0.0%,3%,
CC(=O)Nc1ccc(S(=O)(=O)N[C@@H](C)C(=O)OCc2cc([N+](=O)[O-])cc3c2OCOC3)cc1,-8%,2%,0.0%,-8%,0%,-1.4%,0.1%,-0.1%,-6%,
Cc1cc(C)nc(/N=C(/NC(=O)c2ccccc2)Nc2ccccc2)n1,-78%,-18%,-1.1%,-2%,-24%,-3.1%,-0.5%,-0.1%,-6%,
Cc1scc(C(=O)N/N=C/c2ccsc2)c1C,9%,-8%,0.6%,-1%,-25%,-1.3%,-0.5%,-0.5%,11%,
NS(=O)(=O)c1ccc(NC(=O)c2cc(=O)c3ccccc3o2)cc1,-42%,11%,-1.2%,-7%,-13%,5.8%,-0.5%,0.2%,5%,
Cc1ccc(C)c(NC(=O)CSc2nnc(-c3ccncc3)o2)c1,-23%,-1%,1.4%,nt,-7%,1.0%,-0.3%,-0.3%,-4%,
CC1CCN(CCCNC(=O)c2ccc(N3CCCC3=O)cc2)CC1,-9%,3%,0.0%,-11%,8%,1.8%,0.6%,-0.2%,-12%,
Cc1ccccc1OCCC(=O)Nc1ccc2c(C)cc(=O)oc2c1,3%,1%,0.8%,3%,-18%,2.5%,-0.1%,-0.1%,-8%,
COC(=O)c1sc(NC(=S)NNC(=O)c2c(Br)c(C)nn2C)c(C(=O)OC)c1C,-68%,-21%,62%,8%,27%,6.6%,-0.3%,-0.1%,-9%,
O=C(N/N=C/c1ccccc1OC(=O)c1ccc2c(c1)OCO2)c1cccc(F)c1,3%,-3%,-2.4%,10%,-26%,1.4%,-1.3%,-0.4%,9%,
COc1cc(-c2nc3n(n2)C(c2cccc(OC)c2OC)C2=C(CCCC2=O)N3)cc(OC)c1OC (centres undefined),-20%,-5%,0.3%,-10%,47%,0.3%,-0.4%,0.0%,10%,
C=CCn1c(=S)[nH]c2scc(-c3cccs3)c2c1=O,4%,10%,2.8%,2%,3%,-4.2%,-0.1%,0.6%,9%,
O=C(CCN1C(=O)S/C(=C/c2ccc(F)cc2)C1=O)Nc1ccc(O)c(C(=O)O)c1,-24%,22%,18%,20%,20%,2.8%,-0.1%,0.7%,-5%,
Nc1nonc1N1CCCCC1,30%,-6%,-0.7%,0%,-20%,-1.0%,0.1%,-0.1%,-8%,
CN(C)c1c(N)[nH]c2c(c1=O)c(=O)n(C)c(=O)n2C,-6%,4%,7.2%,3%,-5%,-1.0%,-0.6%,-0.3%,16%,

# 3 records drawn at random from the list so far:
SMILES,KOR beta-arrestin-1,GPR35 antagonists,HIV fusion peptide,NS5 inhibitors,NOD1 inhibition,KOR beta-arrestin-2,West Nile antiviral,GPR55 activation,GPR55 antagonists,others
O=C(N/N=C/c1ccccc1OC(=O)c1ccc2c(c1)OCO2)c1cccc(F)c1,3%,-3%,-2.4%,10%,-26%,1.4%,-1.3%,-0.4%,9%,
COc1cc(-c2nc3n(n2)C(c2cccc(OC)c2OC)C2=C(CCCC2=O)N3)cc(OC)c1OC (centres undefined),-20%,-5%,0.3%,-10%,47%,0.3%,-0.4%,0.0%,10%,
C=CCn1c(=S)[nH]c2scc(-c3cccs3)c2c1=O,4%,10%,2.8%,2%,3%,-4.2%,-0.1%,0.6%,9%,

# More structures
SMILES,KOR beta-arrestin-1,GPR35 antagonists,HIV fusion peptide,NS5 inhibitors,NOD1 inhibition,KOR beta-arrestin-2,West Nile antiviral,GPR55 activation,GPR55 antagonists,others
O=C(NCCCN1CCOCC1)C(=O)NCCc1ccccc1,25%,-10%,0.0%,-11%,-6%,-3.6%,0.2%,-0.3%,2%,
O=c1c(C(c2c(O)nc3n(c2=O)CCS3)c2cccc3ccccc23)c(O)nc2n1CCS2,12%,10%,2.3%,16%,1%,-2.3%,1.0%,0.0%,16%,
Cc1cc(O)c(NC(=O)c2cccc([N+](=O)[O-])c2)cc1C,-2%,-2%,-0.2%,-3%,-7%,2.3%,-0.5%,0.0%,4%,
O=C(COC(=O)CCS(=O)(=O)c1ccc(Cl)cc1)NC1CCCCC1,-6%,-1%,0.6%,1%,11%,-0.4%,0.2%,-0.1%,5%,
CC(=O)c1cc(CN2CCC(C(=O)Nc3ccc(-n4nc(C)cc4C)cc3)CC2)cs1,-10%,-9%,1.5%,3%,-30%,5.3%,-0.6%,-0.1%,8%,
CC(C)Oc1ccc(C(=O)Nc2ccccc2N2CCOCC2)cc1,-14%[20 µM],5%,0.3%,8%,-37%,nt,0.6%,0.2%,10%,
O=c1c2ccccc2nnn1CSc1nnnn1-c1ccccc1,-18%,-1%,0.2%,-9%,1%,0.0%,1.7%,0.2%,14%,NS5 inhibitors pilot replicate=-0.9
Cc1ccn2c(CNCCn3nc(C)cc3C)c(C(=O)N3CCCCCC3)nc2c1,0%[20 µM],-13%,1.1%,-1%,-8%,-4.6%,-0.6%,-0.2%,2%,
CCOC(=O)CNC(=O)c1ccc(C#CC2(O)CCCCC2)cc1,-1%,12%,3.0%,4%,-25%,-2.5%,-0.2%,0.1%,14%,
COc1ccc(C(=O)NNC(=O)CSc2ccccc2)cc1,-12%,4%,-1.4%,-8%,-24%,-0.4%,-0.1%,1.0%,1%,
COc1ccccc1CN1CC(C(=O)N(C)Cc2nc(C)cs2)CCC1=O (centres undefined),-10%,0%,-1.0%,6%,-38%,6.4%,-0.7%,0.1%,-5%,
C[C@H]1CN(CCc2ccccc2)C(=O)[C@@H]1CC(=O)NCc1ccccc1,-29%[20 µM],-3%,-0.8%,-4%,-31%,-2.5%,-0.5%,-0.2%,4%,
O=C1CSC(c2ccccc2)N1c1ccc([N+](=O)[O-])cc1 (centres undefined),-8%,-1%,-0.5%,-1%,-38%,-3.6%,-0.4%,-0.2%,4%,
Cc1csc(NC(=O)c2cccc(C)c2C)n1,-32%,2%,0.1%,-4%,-86%,3.1%,0.2%,-0.2%,-1%,
O=C(c1c[nH]c2ccccc12)C(O)C(c1ccccc1)N1CCOCC1 (centres undefined),8%,7%,1.1%,-3%,-6%,-0.8%,0.1%,0.0%,12%,
CC(O)(CS(=O)(=O)Cc1ccccc1)c1ccc(Cl)cc1 (centres undefined),44%,-15%,-3.3%,-5%,18%,19%,-0.1%,0.4%,-2%,

# Screens as filed in PubChem.
